Source: PubChem
WT yeast gro inh: growth inhibition of WT strain, primary screen, mitochondrial fusion inhibitor project, WT and mutant strains, chemical genetic. inhibition, % at 10 µM. mitochondrial fusion phenotypic screen. AID 1362, 2008. 2.1% of 190,000 active; in the data active = inhibition above about 58%; tested in S. cerevisiae
Ins promoter up: insulin promoter activators in MIN6 cells, imaging, high-content screening, mouse beta cells. 0.3% of 190,000 active. MIN6 insulin promoter-GFP reporter; active compounds read high. z-score at 5 µM;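 active = z-score above 3 at 5 µM with at least 500 cells counted in the well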
HEK293 NOD2/NF-kB: NOD2 signaling inhibitors, cell-based, luminescence, uHTS, HEK293 (AID 1566); HEK293 NOD2/NF-kB luciferase reporter, luminescence; higher % means a stronger effect; inhibition, % at 4 µM, or EC50 in µM where a hit was titrated; 0.63% of 290,000 active; in the data active = inhibition above about 50%; also: many of its hits are not listed in these tables
Dynein transport: inhibitors of GR-EGFP nuclear translocation, primary screen, dynein cargo transport inhibitor project, imaging, high-content, 3617.4 mouse cells. test concentration mostly 20 µM; stimulated with dexamethasone, 1 µM; active compounds read low. z-score, hits read low. 0.47% of 220,000 active. AID 1381, 2008;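 active = plate z-score of nuclear minus cytoplasmic receptor signal below a set negative limit, without overly bright fluorescence or cell loss, cut at about -3.5 in these data, passing the limit was not always enough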;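 also: z-score of nuclear minus cytoplasmic ring GR-EGFP intensity difference per well; some compounds called inactive have numbers as strong as hits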
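Buffer or medium: tet-free medium with charcoal-stripped serum / Also added: dexamethasone agonist, 1.0 µM final, for 30 min / Timing: induction 48 h, compound 1 h, agonist 30 min / Measured by: high-content fluorescence imaging after fixation / Read-out: nuclear-to-cytoplasmic GR-EGFP distribution per well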
Yfh1-depleted yeast: enhancers of respiration in Yfh1-depleted yeast, dose response, Friedreich's ataxia, plus single-dose screen (AID 1465). S. cerevisiae Yfh1-off respiration, WST-1 reduction, 72 h; higher fold induction means a stronger effect. fold induction at 50 µM; hits with a dose series show EC50 in µM. 0.074% of 220,000 active;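 active = fold induction of absorbance versus untreated yeast above a set limit, then at least 30% activation at any dose in follow-up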;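 also: activators that raise dye reduction in frataxin-depleted yeast; strong numbers were not always called active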
Autophagy mod: autophagy modulators in MEF cells, primary screen, imaging, high-content, MEF GFP-LC3 | 0.98% of 190,000 active | AID 463193, 2010 | calls only at 10 µM (by protocol) | MEF GFP-LC3 puncta imaging; test concentration mostly 10 µM;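 active = percentage of spot-positive cells more than 3 SD above its plate mean, without a fluorescence outlier flag or 80% toxicity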;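 also: spot-positive cell cutoff set from DMSO-treated cells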
Hep lipid drop: inhibitors of hepatocyte lipid droplet formation, primary screen, imaging, high-throughput imaging, BODIPY stain | inhibition, % at 6.5 µM | 0.4% of 240,000 active | AML12 mouse hepatocytes, oleate lipid droplets;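 active = lipid droplet intensity inhibited by at least 50%, with more than 500 cells counted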
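Assay system: AML12 hepatocytes (mouse) / Also added: 100 µM oleic acid challenge / Times: overnight treatment with compound plus oleate / Detection: high-content imaging of BODIPY-stained droplets and DAPI nuclei / Evaluation: % inhibition of lipid droplet signal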
MT stabilizer: microtubule stabilizers in HeLa cells, primary screen, imaging, high-content imaging; HeLa tubulin immunostaining HCS, 24 h; share of cells brighter than vehicle mean+2SD; % tubulin-high responders, % at 10 µM; 0.83% of 200,000 active; AID 2205, 2009;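 active = plate Z-score above 3 for both tubulin-high and condensed-nucleus cell shares, with cell loss under 80%, at 10 µM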;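 also: anti alpha tubulin signal scored within the nucleus-defined area of each cell; some results filed as inactive read as strong as hits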
bCat nuc transl: modulators of beta-catenin nuclear translocation, primary screen, imaging, HeLa cells, immunofluorescence, high-content | nuclear translocation activity, % at 5 µM | 0.3% of 190,000 active | AID 1665, 2009;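 active = nuclear translocation activity above 50% at 5 µM, with a well cell count of 50 or more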;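 also: per-cell ratio of nuclear to cytoplasmic median beta-catenin stain intensity; plate controls were DMSO negative control for no effect and GSK-3 inhibitor IX positive control for full effect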
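Read-out: Nuclear/cytoplasmic beta-catenin signal ratio, % activation | Assay system: Human HeLa cell line | Times: 24 h compound exposure at 37°C, 5% CO2 | Signal: Fluorescence imaging of beta-catenin antibody stain plus DAPI | Dosing: 5 µM primary, 0.02–20 µM confirmation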
WT yeast gro inh mutant strain: further read-out of WT yeast gro inh, marked with its call; inhibition, %; mitochondrial fusion phenotypic screen, mutant strain inhibition
Dynein transport cytoplasmic EGFP: second read-out of Dynein transport, no call of its own (marks repeat the call); z-score; measured here: cytoplasmic GR-EGFP intensity; active compounds read high
Dynein transport nuclear GR-EGFP: also measured in Dynein transport; calls as there; z-score; measured here: nuclear GR-EGFP intensity;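 lower value marks the stronger effect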
Dynein transport cell count: recorded beside Dynein transport, whose call it bears; z-score; measured here: cell count per field
Ins promoter up cell count: recorded beside Ins promoter up, whose call it bears; cell count; measured here: cytotoxicity, nuclei count;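 total cells summed across four imaged fields per well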
Hep lipid drop cells 6.5 µM: further read-out of Hep lipid drop, marked with its call; cell count; measured here: cell count, cytotoxicity flag;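 cells counted across two imaged fields per well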
bCat nuc transl cell count 5 µM: second read-out of bCat nuc transl, no call of its own (marks repeat the call); cell count; measured here: cell count, cytotoxicity flag
MT stabilizer Hoechst-high %: recorded beside MT stabilizer, whose call it bears; % Hoechst-high responders; measured here: nuclear condensation Hoechst responders;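 share of cells brighter than vehicle mean plus two SD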
MT stabilizer cytotoxicity %: further read-out of MT stabilizer, marked with its call; toxicity, %; measured here: cytotoxicity by cell density;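 0% = mean cell density of plate MIN control wells and 100% = no cells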
Autophagy mod cell loss 18 h: also measured in Autophagy mod; calls as there; toxicity, %; measured here: cell loss, nuclei count;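 cell loss after 18 h compound exposure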
An asterisk follows results filed as active; i = inactive; · = no result given. This is a subset; count on the stated rates, not on these rows.

SMILES | WT yeast gro inh | WT yeast gro inh mutant strain | Ins promoter up | Ins promoter up cell count | HEK293 NOD2/NF-kB | Dynein transport | Dynein transport cytoplasmic EGFP | Dynein transport nuclear GR-EGFP | Dynein transport cell count | Yfh1-depleted yeast | Autophagy mod | Autophagy mod cell loss 18 h | Hep lipid drop | Hep lipid drop cells 6.5 µM | MT stabilizer | MT stabilizer Hoechst-high % | MT stabilizer cytotoxicity % | bCat nuc transl | bCat nuc transl cell count 5 µM
Cn1c(=O)[nH]c(=O)c2c1nc(N1CCCCC1)n2CCCSc1nnnn1-c1ccccc1 | -14 | 1 | · | · | 16% | 0.15 | -0.25 | -0.11 | 0.79 | i | i | 17 | -23 | 458 | 4.4 | 1.4 | 9.8 | 0.1 | 977
N#CC(c1ccc(O)cc1)c1ncc(C(F)(F)F)cc1Cl (stereo not drawn) | 14 | 11 | 0.43 | 1201 | 2% | 0.46 | -0.31 | 0.51 | 0.36 | i | i | 20 | 5 | 724 | 4.6 | 2.7 | 3.7 | 0.0 | 1070
O=C(NCc1ccc2c(c1)OCO2)C1CCC(CNc2c(N3CCCCC3)c(=O)c2=O)CC1 (stereo not drawn) | 6 | -6 | 0.68 | 1936 | 9% | -0.54 | -0.14 | 0.0047 | -0.31 | i | · | · | -37 | 513 | 4.8 | 1.9 | 4.1 | -0.9 | 1128
Cc1cccc(-n2c(C)cc(/C=N\NC(=O)c3ccco3)c2C)c1 | 2 | 0 | -0.94 | 1545 | -56% | -0.65 | -0.24 | -0.28 | 0.52 | i | i | 4 | -6 | 629 | 3.4 | 1.7 | 5.2 | -2.0 | 1044
O=C(O)c1cccc(NC(=S)NC(=O)c2ccc(-c3ccccc3)cc2)c1 | -23 | 12 | · | · | -96% | 0.26 | -0.064 | -0.093 | -1.7 | i | i | 3 | -1 | 635 | 2.2 | 1.9 | 8.0 | -0.4 | 1499
Cc1ccc(NC(=O)CCC(=O)OCc2ccc(Br)cc2)cc1 | -7 | 4 | -0.34 | 1357 | -4% | 0.11 | -0.21 | -0.091 | 0.43 | i | i | 5 | -8 | 693 | 1.6 | 1.5 | 0.9 | · | ·
O=C(O)c1cccc(N=NN2CCCCCC2)c1 | -20 | -2 | 0.04 | 1400 | -141% | 0.94 | -0.12 | 0.69 | -0.5 | i | i | -2 | -22 | 554 | 2.4 | 2.7 | 8.9 | -1.5 | 1102
Cc1ccccc1C(=O)NN1C(=O)CSC1=S | -5 | 4 | 0.39 | 1343 | -12% | 0.25 | -0.25 | 0.25 | 0.44 | i | i | 2 | -6 | 541 | 2.9 | 1.7 | 0.3 | -2.6 | 1112
COc1ccccc1CNc1nc2nc(C)c(Cl)c(=O)n2[nH]1 | -8 | -7 | -0.11 | 1633 | -2% | 1.9 | 0.023 | 1.5 | -1.8 | i | i | 4 | 5 | 602 | 4.5 | 3.7 | 10 | -2.0 | 1136
COc1ccc(OC)c(Cc2nnc(CCC(=O)NCc3ccc(C)s3)o2)c1 | -6 | -6 | 0.88 | 1608 | 3% | -1 | -0.32 | -0.62 | 1.2 | i | i | 4 | 6 | 718 | 1.5 | 3.2 | 9.2 | -1.1 | 1560
COC(=O)c1cc2sc(Cl)cc2n1Cc1nc(-c2cccc(C)c2)oc1C | 12 | 0 | 1.4 | 952 | -4% | -0.47 | -0.13 | -0.11 | 0.15 | i | i | 5 | · | · | 4.2 | 2.8 | 7.9 | · | ·
COc1ccc(NC(=O)c2cccc(-n3cnnn3)c2)cc1 | 8 | -8 | -0.03 | 1158 | -16% | -0.55 | -0.14 | -0.1 | 0.42 | i | i | -34 | · | · | 1.7 | 2.7 | 8.2 | 3.1 | 1146
CCn1cc(Cl)c(C(=O)Nc2ccccc2C(N)=O)n1 | 7 | 11 | -0.11 | 1272 | -10% | 0.44 | -0.26 | 0.32 | -0.38 | i | i | 21 | 3 | 631 | 2.1 | 1.7 | 3.5 | -5.4 | 1113
CCN(CC)CCCNC(=O)C1c2ccccc2C(=O)N(CCOC)C1c1ccc(F)cc1 (stereo not drawn) | -4 | 6 | -0.8 | 1261 | 4% | -0.84 | -0.24 | -0.03 | -0.088 | i | i | -5 | 11 | 696 | 5.5 | 2.7 | 11 | -0.2 | 1070
CCCOc1nc(SCCC)nc2c1cnn2-c1ccccc1 | · | · | -0.2 | 1478 | 23% | 2.1 | -0.22 | 1.1 | -0.81 | i | · | · | -4 | 733 | · | · | · | -1.7 | 1132
CCCNC(=O)COC(=O)c1ccccc1OCc1ccc(Cl)cc1 | 15 | 5 | 0.17 | 926 | 6% | 0.53 | 0.13 | 0.7 | -1.6 | i | i | -10 | -15 | 743 | 1.4 | 1.3 | 7.4 | · | ·
Cc1ccccc1NC(=O)Cn1c(=O)n(C)c2ccccc21 | 8 | 1 | 0.09 | 1354 | 12% | 1.6 | 0.073 | 1.2 | -1.5 | i | i | 16 | · | · | 4.1 | 2.5 | 7.5 | -6.2 | 1007
CC(C)N(CCCNC(=O)CC1Oc2ccccc2NC1=O)Cc1ccccc1 (stereo not drawn) | 1 | 10 | -0.04 | 992 | 12% | -1 | -0.3 | -0.44 | 1.4 | i | i | 3 | · | · | 3.5 | 3.7 | 8.2 | · | ·
CCOC(=O)N1CCN(C(=O)COc2ccc(Br)cc2Cl)CC1 | -2 | -5 | -0.23 | 1232 | 5% | 0.6 | -0.081 | 0.63 | -0.69 | i | i | 7 | · | · | 3.7 | 1.9 | 9.8 | 1.3 | 827
Cc1cc(N=CC2=C(O)CC(C)(C)CC2=O)no1 | 37 | 12 | 0.01 | 1185 | 5% | 0.18 | -0.22 | 0.016 | -0.84 | i | i | 12 | · | · | 3.3 | 1.1 | 2.3 | -4.9 | 1056
CCC(C)n1c(SCC(=O)NCc2ccco2)nnc1-c1cccc(S(=O)(=O)N2CCOCC2)c1 (stereo not drawn) | 5 | 12 | 0.17 | 929 | 27% | -0.3 | -0.18 | -0.16 | 0.71 | i | i | 6 | 8 | 767 | 3.5 | 2.2 | 4.1 | · | ·
Cc1cccc(OCCCC(=O)Nc2ccc(N3CCOCC3)cc2)c1 | 9 | -8 | -0.39 | 942 | -3% | 0.14 | -0.009 | 0.44 | -0.81 | i | i | -6 | 6 | 794 | 1.1 | 1.0 | 7.8 | -5.6 | 1264
c1ccc(CCSc2nccn2-c2ccccc2)cc1 | 28 | 18 | · | · | -141% | 0.44 | -0.23 | -0.36 | 0.17 | i | i | 4 | · | · | 1.0 | 1.6 | 14 | · | ·
C=CCC1C=CCC(CC=C)N1C(=O)c1ccccc1[N+](=O)[O-] (stereo not drawn) | 2 | -11 | -0.39 | 1412 | 4% | -0.78 | -0.3 | -0.47 | 0.35 | i | i | 4 | 2 | 600 | 2.3 | 3.7 | 2.7 | · | ·

A few values from the list.
c1ccc(CCSc2nccn2-c2ccccc2)cc1 – Dynein transport cell count = 0.17
CCn1cc(Cl)c(C(=O)Nc2ccccc2C(N)=O)n1 – Dynein transport cytoplasmic EGFP = -0.26

(next part)
SMILES | WT yeast gro inh | WT yeast gro inh mutant strain | Ins promoter up | Ins promoter up cell count | HEK293 NOD2/NF-kB | Dynein transport | Dynein transport cytoplasmic EGFP | Dynein transport nuclear GR-EGFP | Dynein transport cell count | Yfh1-depleted yeast | Autophagy mod | Autophagy mod cell loss 18 h | Hep lipid drop | Hep lipid drop cells 6.5 µM | MT stabilizer | MT stabilizer Hoechst-high % | MT stabilizer cytotoxicity % | bCat nuc transl | bCat nuc transl cell count 5 µM
COC(=O)CSc1nnc(-c2ccc(NS(=O)(=O)c3ccccc3)cc2)o1 | 15 | 13 | 0.55 | 1264 | 18% | -0.6 | -0.27 | -0.045 | -0.43 | i | i | -5 | · | · | 5.9 | 2.8 | 8.9 | -7.3 | 1010
Cc1cc(Nc2ccc3c(c2)OCCO3)c2cc(Cl)ccc2n1 | -4 | -3 | -0.89 | 831 | 6% | 1.5 | -0.26 | 0.55 | -0.29 | i | i | -6 | 2 | 638 | 6.2 | 2.2 | 4.5 | 1.2 | 831
NS(=O)(=O)c1ccc(CNC(=O)/C=C/c2ccco2)cc1 | · | · | 0.06 | 1143 | -2% | 0.42 | 0.019 | 0.78 | 0.48 | · | · | · | 15 | 697 | · | · | · | 1.5 | 1353
O=C(NCC(=O)N(CC1CCCO1)C(C(=O)NC1CCCCC1)c1ccccc1)c1ccco1 (stereo not drawn) | -8 | -2 | 0.03 | 1393 | 8% | -0.81 | -0.36 | -0.28 | 1.1 | i | i | -10 | -24 | 694 | 2.0 | 2.0 | 11 | 0.3 | 1529
Cc1ccc(NC(=O)NC(=O)N(C(C)C)S(=O)(=O)c2ccc(C)cc2)cc1 | 1 | -25 | 0.88 | 1774 | -30% | 0.11 | -0.26 | -0.2 | 0.8 | i | i | -16 | 0 | 677 | 5.4 | 2.8 | 5.0 | -3.6 | 1055
c1ccc(N2CCN(c3nc(NCc4ccco4)c4ccccc4n3)CC2)cc1 | -8 | 8 | -3 | 1258 | -22% | 2.8 | 0.8 | 1.5 | -2.7 | i | i | 8 | 2 | 658 | 9.1 | 2.1 | 15 | 2.2 | 1009
COc1cccc(CNC(=S)NC2CC2)c1 | 0 | 13 | 0 | 1545 | 2% | -0.14 | 0.027 | 0.14 | -0.027 | i | i | 0 | 9 | 719 | 3.5 | 1.5 | 6.6 | 2.6 | 1027
